Source: PubChem BioAssay (several laboratories)
TNFa cytotox – toxic to HUVEC cells under TNF alpha stimulation; 0.17% of 93,000 active; HUVEC TNFalpha-stimulated, Hoechst cell count, imaging; AID 848; cell count reduction, % at 2 µM;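 active means cell count reduction exceeding the screen mean by over 5 SD, scaled to untreated wells per plate, cut at about 78% in these data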;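 further: cells counted after 24 h of TNF alpha exposure following the 1 h pretreatment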
CYP2C9 inhib – inhibitors of human CYP2C9 | CYP2C9 Supersomes, luciferin-H conversion, luminescence | inhibition, % at 5 µM | 20% of 96,000 active;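 active means blocking of liver enzyme CYP2C9 beyond about 50% at 5 µM, limit read from the data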; further: values of inactives mirror those of a sister screen read the other way
Target sequence (P11712 whole entry, looked up): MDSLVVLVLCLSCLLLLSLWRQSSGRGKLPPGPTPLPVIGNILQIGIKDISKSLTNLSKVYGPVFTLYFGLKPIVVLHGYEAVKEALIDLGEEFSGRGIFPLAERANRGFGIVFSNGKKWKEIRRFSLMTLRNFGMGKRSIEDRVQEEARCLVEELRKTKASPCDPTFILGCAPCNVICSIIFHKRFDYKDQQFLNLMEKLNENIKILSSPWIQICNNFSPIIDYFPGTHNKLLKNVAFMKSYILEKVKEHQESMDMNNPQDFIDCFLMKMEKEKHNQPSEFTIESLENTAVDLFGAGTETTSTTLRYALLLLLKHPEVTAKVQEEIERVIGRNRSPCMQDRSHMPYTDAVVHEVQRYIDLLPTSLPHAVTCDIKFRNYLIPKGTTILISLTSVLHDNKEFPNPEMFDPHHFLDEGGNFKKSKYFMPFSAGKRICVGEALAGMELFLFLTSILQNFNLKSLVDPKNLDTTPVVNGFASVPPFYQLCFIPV
HUVEC tox IL1B – toxic to HUVEC cells under IL-1B stimulation; HUVEC cell count loss, Hoechst imaging, IL-1B stimulated; cell count reduction, % at 2 µM; 0.41% of 94,000 active;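 active means cell count reduction more than 3 SD above the screen-wide mean, cut at about 70% in these data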;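 further: normalized per plate to untreated control cells as the no-loss baseline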
CYP2C19 activ – increases human CYP2C19 enzyme activity | activation factor at 5 µM | AID 1025 | recombinant CYP2C19, luciferin-H EGE luminescence; hits give high values; 0 = fully inhibited enzyme, 1 = untreated enzyme | P33261 | 96,000 tested, under 10 active;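 active means activation factor of at least 2 at 5 µM in the primary screen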;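 further: 0 = wells with 2.5 mM tranylcypromine and 1 = vehicle-only wells; values of inactives mirror those of a sister screen read the other way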
Target sequence (P33261 whole entry, looked up): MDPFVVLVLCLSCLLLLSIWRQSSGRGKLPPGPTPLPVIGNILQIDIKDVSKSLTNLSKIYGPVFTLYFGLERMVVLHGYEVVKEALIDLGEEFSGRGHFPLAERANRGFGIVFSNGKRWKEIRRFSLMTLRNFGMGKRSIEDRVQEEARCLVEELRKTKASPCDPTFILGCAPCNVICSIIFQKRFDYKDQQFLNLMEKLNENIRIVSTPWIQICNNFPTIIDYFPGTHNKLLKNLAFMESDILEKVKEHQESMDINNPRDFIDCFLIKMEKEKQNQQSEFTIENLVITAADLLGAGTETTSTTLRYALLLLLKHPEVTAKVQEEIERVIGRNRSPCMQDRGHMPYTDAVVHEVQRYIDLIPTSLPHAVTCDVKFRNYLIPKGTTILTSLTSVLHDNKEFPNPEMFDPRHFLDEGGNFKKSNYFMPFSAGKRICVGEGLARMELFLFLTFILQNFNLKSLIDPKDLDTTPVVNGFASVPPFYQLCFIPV
CYP2C19 inh – human CYP2C19 inhibition; 21% of 96,000 active; CYP2C19 Supersomes, luciferin-H EGE luminescence, 30 min; AID 778; inhibition, % at 5 µM; P33261;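 active means CYP2C19 inhibition above a set limit at 5 µM in the primary screen, cut at about 50% in these data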;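 further: plate controls were negative control wells for no effect and 2.5 mM tranylcypromine positive control for full effect; values of inactives mirror those of a sister screen read the other way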
VCAM1 TNFa inh – reduces TNF alpha induced VCAM1 expression in HUVEC; inhibition, % at 2 µM; HUVEC TNFa-induced VCAM-1 immunofluorescence, high-content imaging; 0.48% of 95,000 active;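 active means inhibition above the batch mean plus 3 SD, with images confirmed as a hit by eye, cut at about 37% in these data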;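 further: 0% = TNF-stimulated DMSO wells and 100% = unstimulated control wells; not every result past the cut was called active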
Candida biofilm – kills Candida albicans biofilms | C. albicans biofilm + clotrimazole, Alamar Blue | inhibition, % at 6 µM | 0.14% of 85,000 active;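 active means inhibition above 20%; inactive means inhibition below 20%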;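 further: preformed 24 hr biofilms exposed to compound for 48 hr; 0% = biofilm without compound and 100% = blank killed by clotrimazole plus chlorhexidine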
CYP2C9 act – increases human cytochrome P450 2C9 activity; 1.4% of 96,000 active; P11712; activation factor at 5 µM; recombinant CYP2C9, luciferin-H conversion, luminescence; hits give high values; factor 1 = untreated enzyme, 0 = blocked;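 active means activation factor of 2 or more for CYP2C9 at a 5 µM dose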;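 further: 0 = sulfaphenazole-blocked wells and 1 = vehicle-only wells; values of inactives mirror those of a sister screen read the other way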
hDAT+cocaine – human DAT dopamine uptake with cocaine, either direction; Q01959; LLC-PK1 hDAT cells, [14C]-dopamine uptake with cocaine IC80; actives deviate in either direction; B-score at 10 µM; 1.3% of 110,000 active; AID 449768;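 active means Z score or B-score, a plate-position-corrected score, falls beyond the plate's 99.7% confidence bounds, in either direction; inactive means both scores lie inside the 99.7% bounds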;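 further: scored against the spread of the other compound wells on the same plate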
Starred values were filed as active, the others as inactive; . = no result given.

no.	compound	TNFa cytotox	CYP2C9 inhib	HUVEC tox IL1B	CYP2C19 activ	CYP2C19 inh	VCAM1 TNFa inh	Candida biofilm	CYP2C9 act	hDAT+cocaine
1	CC(C)(C)C(=O)Nc1ncc(C(F)(F)F)cc1Cl	-6	0	-19	0.8	17	5	7	1	-0.22
2	COc1ccc(N2CCN(C(=O)CSc3nnc(-c4ccc5[nH]c(C)c(C)c5c4)o3)CC2)cc1	-28	4	-39	1	4	-9	7	1	-0.0085
3	O=C1COc2ccc(C(=O)CSc3nnc(Cc4cccs4)n3-c3ccc(Cl)cc3)cc2N1	-14	29	-16	0.8	17	11	4	0.7	-1
4	COC(=O)c1ccc(CNC(=O)COc2ccccc2Br)o1	2	2	-28	0.3	71*	20	4	1	0.42
5	O=C(OCc1cc(=O)n2cc(Br)ccc2n1)C1COc2ccccc2O1 (stereo unspecified)	-10	10	-4	1	-4	-2	10	0.9	0.75
6	CCCC(=O)Nc1ccc(C(=O)N2CCCC2)cc1	-3	0	6	1	-4	0	9	1	-0.62
7	Cc1cc(C)c(NC(=O)CS(=O)CC(=O)NCC2CCCO2)c(C)c1 (stereo unspecified)	-7	-20	-4	1.2	-16	9	.	1.2	1.2
8	CCOc1cccc(C(=O)Nc2ccc(N3CCN(S(C)(=O)=O)CC3)cc2)c1	-30	53*	12	0.7	34	8	8	0.5	-0.13
9	Cc1ccc(C)c(N(CC(=O)NN=C2CCCCCCC2)S(C)(=O)=O)c1	-27	-1	-4	0.7	28	16	.	1	-0.23
10	O=C(Cc1c(O)c2ccccc2[nH]c1=O)NCc1ccccc1F	-20	-5	24	1	5	4	0	1	-0.63
11	COC(=O)c1ccc(COC(=O)c2ccccn2)cc1	-8	44	20	0.5	48	13	4	0.6	-0.12
12	COc1ccc(C(C(=O)NC2CCCCC2)N(C(=O)CCCC(=O)Nc2ccccn2)c2ccc3c(c2)OCCO3)cc1 (stereo unspecified)	-16	27	-43	0.6	41	0	.	0.7	0.0099
13	O=C(NC1CCCCC1)C(c1ccco1)N(Cc1ccco1)C(=O)c1ccco1 (stereo unspecified)	-18	63*	-20	0.4	65*	6	8	0.4	-0.027
14	Cc1cc(C)c2c(C)nn(C3CCCCC3)c2n1	-21	-21	-9	0.7	33	-6	-1	1.2	-0.73
15	Cc1ccc(C(C)NC(=O)c2ccco2)cc1 (stereo unspecified)	11	.	-16	.	.	-12	-3	.	-0.19

Record cards, from the list above:
Cc1ccc(C(C)NC(=O)c2ccco2)cc1 (stereo unspecified) reads TNFa cytotox: 11; CYP2C9 inhib: .; HUVEC tox IL1B: -16; CYP2C19 activ: .; CYP2C19 inh: .; VCAM1 TNFa inh: -12; Candida biofilm: -3; CYP2C9 act: .; hDAT+cocaine: -0.19
COC(=O)c1ccc(COC(=O)c2ccccn2)cc1 reads TNFa cytotox: -8; CYP2C9 inhib: 44; HUVEC tox IL1B: 20; CYP2C19 activ: 0.5; CYP2C19 inh: 48; VCAM1 TNFa inh: 13; Candida biofilm: 4; CYP2C9 act: 0.6; hDAT+cocaine: -0.12
O=C(OCc1cc(=O)n2cc(Br)ccc2n1)C1COc2ccccc2O1 (stereo unspecified) reads TNFa cytotox: -10; CYP2C9 inhib: 10; HUVEC tox IL1B: -4; CYP2C19 activ: 1; CYP2C19 inh: -4; VCAM1 TNFa inh: -2; Candida biofilm: 10; CYP2C9 act: 0.9; hDAT+cocaine: 0.75

The list continues.
no.	compound	TNFa cytotox	CYP2C9 inhib	HUVEC tox IL1B	CYP2C19 activ	CYP2C19 inh	VCAM1 TNFa inh	Candida biofilm	CYP2C9 act	hDAT+cocaine
16	COc1ccccc1/C=N/NC(=O)C(NC(=O)c1ccccc1)=C(C)C	-16	-8	1	0.8	19	-1	.	1.1	.
17	CCOC(=O)Cn1c(=O)oc2cc(S(=O)(=O)NCCCc3ccccc3)ccc21	-10	68*	24	0.7	34	9	15	0.3	-0.87
18	O=c1cc(NCc2ccco2)c2ccccc2o1	-18	11	-10	0.6	45	10	1	0.9	-1.3
19	CCCCCOC(=O)c1c(N)n(CCOC)c2nc3ccccc3nc12	-4	48	-24	0.7	28	2	5	0.5	1.2
20	O=C(CSc1nccn1-c1ccc(F)cc1)NCc1ccc2c(c1)OCO2	0	80*	-25	0.1	92*	-12	10	0.2	0.45
21	CCOC(=O)c1sc(=S)n(-c2cccc(OC)c2)c1N	-31	-20	-35	0.7	32	-3	5	1.2	0.2
22	CCOc1cc(C(=O)Nc2cc(=O)n(C)c(=O)n2C)cc(OCC)c1OCC	12	8	9	1	-5	13	3	0.9	-0.53
23	COc1ccc2occ(C(=O)c3coc4ccc(O)c(CN(C)C)c34)c2c1	-15	23	-21	0.9	14	18	9	0.8	1.5
24	Cc1nnc(SCC(=O)Nc2cccc(C(F)(F)F)c2)n1Cc1ccco1	.	1	.	0.9	9	.	5	1	1.8
25	CC(=O)Cc1nsc(Nc2ccccc2)n1	7	18	-3	0.2	77*	-1	1	0.8	0.64
26	CCOC(=O)c1[nH]c(C)c(C(=O)N(C)C)c1C	34	0	-8	0.9	7	29	5	1	-0.2
27	CCOC(=O)C(NC(=O)c1ccc(OC)cc1)(Nc1cc(C)on1)C(F)(F)F (stereo unspecified)	-35	30	-12	0.8	18	4	5	0.7	1.6
28	Cc1ccc(CNC(=O)Cc2csc(Nc3nc(=S)[nH]c4ccccc34)n2)cc1	14	82*	-28	0.4	65*	25	.	0.2	.
29	CCOC(=O)N1CCN(S(=O)(=O)c2ccc(F)c(C(=O)Nc3cc(C)cc(C)c3)c2)CC1	-7	3	15	1	2	-1	4	1	0.79
30	O=C(Nc1ccncc1)c1ccc2c(c1)C(=O)N(C1CCCCC1)C2=O	-28	92*	-22	0.2	76*	8	2	0.1	-0.59
31	COc1ccc(-c2ccc(OC)cc2C(=O)O)cc1	5	-8	-7	1	5	5	1	1.1	0.0054
32	c1ccc(CSc2ncnc3c2oc2ccccc23)cc1	-16	.	44	.	.	4	2	.	0.22
33	CC(C)(C)n1nnnc1C(c1cccc(C#N)c1)N1CCCc2ccccc21 (stereo unspecified)	.	94*	.	0.1	91*	.	4	0.1	0.27
34	CS(=O)(=O)N(CC(=O)Nc1c(F)cccc1F)c1cccc([N+](=O)[O-])c1	7	17	20	0.8	21	-15	.	0.8	-0.69
35	CCCC(C)NNC(=O)c1cc2ccccc2[nH]1 (stereo unspecified)	-8	7	9	0.5	48	9	.	0.9	-0.29
36	CC1=C(C)CC2C(=O)N(c3cccc4ccccc34)C(=O)C2C1 (stereo unspecified)	-3	73*	-40	0.6	38	7	7	0.3	-0.057
37	CCOc1ccc(Br)cc1S(=O)(=O)Nc1ccccc1N1CCOCC1	-70	55*	-2	0.2	78*	-92	7	0.4	1.2
38	COc1ccccc1C/C(N)=N/OC(=O)c1cccc([N+](=O)[O-])c1	-10	-142	13	0.9	9	-16	.	2.4*	0.47
39	CCOc1ccc2noc3c2c1C(=O)c1ccccc1-3	-14	3	2	1.1	-8	-11	.	1	0.2
40	Cc1ccc(OCC(O)CN2C(=O)NC(C)(C)C2=O)cc1C (stereo unspecified)	-8	29	0	0.2	84*	7	2	0.7	0.17
41	COCc1cc(=O)n2c(-c3ccccc3OC)n[nH]c2n1	.	3	.	1	4	.	1	1	-0.49
42	CCCCOc1ccc(C(=O)Oc2ccc(C)nc2)cc1	-19	55*	13	0.8	20	6	6	0.5	-0.83
43	CS(=O)(=O)N(CC(=O)N1CCOCC1)Cc1ccc(Cl)cc1	-3	-6	-50	0.4	56*	5	5	1.1	-0.005
44	O=C(CCCn1c(=O)[nH]c2ccsc2c1=O)N1CCN(Cc2ccc3c(c2)OCO3)CC1	8	.	16	.	.	-21	7	.	2
45	CC(C)(C)NC(=O)Cn1nnc(-c2ccccc2NC(=O)c2ccco2)n1	-33	.	-16	.	.	15	-2	.	-0.71
46	Cn1c(=O)c2c(nc(CN3CCOCC3)n2CCCc2ccccc2)n(C)c1=O	-10	.	19	.	.	-12	3	.	0.61
47	COc1ccc(Cl)c(NCCC(=O)O)c1	-5	.	-6	.	.	16	5	.	-0.25
48	Cc1cc(C)c(S(=O)(=O)ON2C(=O)c3ccccc3C2=O)cc1C	2	13	1	0.8	21	3	.	0.9	0.86
49	O=C(CNS(=O)(=O)c1cccs1)N1CCCC1	.	-4	.	0.9	10	.	3	1	1.6
50	CCC(=O)Oc1ccc(C(=O)Nc2cccc(C(=O)c3ccccc3)c2)cc1	2	73*	14	0.3	71*	2	.	0.3	1.1
51	O=C(Cn1c(=O)sc2ccccc21)OC(CCl)CCl	4	.	3	.	.	-2	3	.	0.23
52	CC(=O)NC1(C(F)(F)F)C(=O)NC(C)=C1C#N (stereo unspecified)	-18	-13	-18	1.2	-18	-24	6	1.1	0.05
53	Cc1ccc2c(c1)N(C(=O)CCC(=O)N1CCc3ccccc3C1)CCO2	-19	14	8	0.6	39	-2	.	0.9	-0.14
54	O=C(NCCN1CCCC1)C1CC(=O)N(C2CCCCC2)C1 (stereo unspecified)	-76	4	-8	0.8	24	-12	7	1	-0.89
55	Cc1ccc(-c2csc3ncnc(SCC(=O)Nc4nnc(C)s4)c23)cc1	2	-2	-7	1.2	-17	0	.	1	0.43
56	O=C(NCc1ccc2c(c1)OCO2)C1CC(=O)N(c2ccc(F)cc2)C1 (stereo unspecified)	7	.	22	.	.	27	.	.	0.14
57	Cc1c(/C=N/n2cnnc2)c2ccccc2n1C	-5	20	-12	0.2	77*	-3	0	0.8	0.66
58	CCOc1ccc(Nc2nc(N3CCCCC3)nc(N3CCCCC3)n2)cc1	-12	12	-3	1.1	-8	-10	-2	0.9	-0.46
59	O=C1c2ccccc2NC(c2ccccc2)N1Cc1ccco1 (stereo unspecified)	.	60*	.	0.7	34	.	37*	0.4	.
60	COc1ccc2[nH]cc(C(O)CN3CCN(c4ccccc4)CC3)c2c1 (stereo unspecified)	-32	27	-7	1	4	3	2	0.7	-0.0062
61	COc1ccc(N(CC(=O)N2c3ccccc3CC2C)S(=O)(=O)c2c(C)noc2C)cc1 (stereo unspecified)	.	92*	-46	0.1	88*	.	5	0.1	0.011

Looked up by compound from the entries so far, 3 records:
no.	compound	TNFa cytotox	CYP2C9 inhib	HUVEC tox IL1B	CYP2C19 activ	CYP2C19 inh	VCAM1 TNFa inh	Candida biofilm	CYP2C9 act	hDAT+cocaine
46	Cn1c(=O)c2c(nc(CN3CCOCC3)n2CCCc2ccccc2)n(C)c1=O	-10	.	19	.	.	-12	3	.	0.61
59	O=C1c2ccccc2NC(c2ccccc2)N1Cc1ccco1 (stereo unspecified)	.	60*	.	0.7	34	.	37*	0.4	.
53	Cc1ccc2c(c1)N(C(=O)CCC(=O)N1CCc3ccccc3C1)CCO2	-19	14	8	0.6	39	-2	.	0.9	-0.14
